Source: PubChem BioAssay
DDE Tn7 FP inh: inhibitors of Tn7 peptide binding to fibrin DD(E), primary screen, biochemical, fluorescence polarization, human fibrin, Tn7 probe; Fibrinogen beta chain (Homo sapiens), P02675; FP displacement of FITC-Tn7 peptide from fibrin DD(E); 0% = median of compound wells per plate; inhibition, % at 8.3 µM; actives 0.13% (n = 370,000); AID 720508, 2013;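 active means inhibition above the mean of compounds falling within the control limits plus 3 SD of them, cut at about 14% in these data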;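 further: 0% = plate median of compound wells and 100% = 10 µM Aha-Tn7 peptide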
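Measure: % inhibition scaled between sample-field median and high-control FP; Test system: human fibrin DD(E); Quantity: 2 µM final DD(E) protein; Doses: one dose, 8.3 µM nominal; Schedule: compound with protein 10 min, then 3 h after probe, room temperature; Detection: fluorescence polarization; Medium: Tris buffer with calcium and detergent, pH 7.8.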
TDP2 inh: human TDP2 enzyme inhibitors, primary screen, biochemical, epi absorbance, recombinant enzyme; T5PNP hydrolysis, p-nitrophenol absorbance 415 nm; AID 720702, 2013; inhibition, % at 12.8 µM; actives 0.34% (n = 370,000);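 active means inhibition above the mean of all tested compounds plus 3 SD, set per campaign, cut at about 25% in these data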;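 further: 0% = DMSO with enzyme and 100% = buffer with substrate but no TDP2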
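Assay system: Recombinant human TDP2 | Quantity: 120 nM TDP2 per well | Incubation: 2 h at 37 °C | Signal: Epi absorbance | Evaluation: Percent inhibition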
SIAE primary: human SIAE inhibitors, primary screen, biochemical, fluorescence polarization, FP-Rh probe, 1536-well HTS; SIAE FP-Rh probe binding; inhibition, % at 9.66 µM; actives 0.69% (n = 370,000); AID 1053197, 2014;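 active means inhibition above a cutoff: mean of compounds within the control limits plus 3 SD of those, cut at about 17% in these data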;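 further: 0% = plate median of compound wells and 100% = probe without SIAE protein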
ABHD4 inh: ABHD4 inhibitors, primary screen, biochemical, fluorescence polarization, mouse; (Lyso)-N-acylphosphatidylethanolamine lipase (Mus musculus), Q8VD66; purified mABHD4, FP-Rh probe fluorescence polarization; inhibition, % at 8.92 µM; actives 0.54% (n = 370,000);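 active means inhibition exceeding the mean over every tested compound plus 3 SD, cut at about 30% in these data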;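 further: 0% = plate median of compound wells and 100% = S159A mutant with DMSO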
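Assay system: Wild-type mouse ABHD4 protein | Medium: HEPES pH 7.0 buffer, 150 mM NaCl, 0.01% Pluronic F-127 | Incubation: Enzyme–compound pre-incubation 45 min, then probe 60 min, both 25 °C | Technique: Fluorescence polarization with parallel and perpendicular emission, 525/598 nm | Evaluation: % inhibition of FP-Rh probe binding versus controls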
LEDGF integ inh: blockers of LEDGF/p75-dependent integrase strand transfer – biochemical, TR-FRET, high throughput, primary screen; HIV-1 integrase (with human LEDGF/p75); TR-FRET IN-LEDGF/p75 DNA integration, Eu/Cy5; actives 0.64% (n = 370,000); AID 743269, 2014; inhibition, % at 3.7 µM;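 active means inhibition above the screen-wide mean plus 3 SD, cut at about 13% in these data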;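 further: signal is the Cy5 over europium emission ratio at 671 and 618 nm; 0% = plate median of compound wells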
PG9 Ab binder: binders of HIV-1 gp120 antibody PG9, primary screen, biochemical, TR-FRET; inhibition, % at 6.7 µM; AID 624416, 2012; HIV-1 gp120 / PG9 antibody interaction; TR-FRET gp120-PG9 antibody binding; actives 0.43% (n = 360,000); in the data active means inhibition above about 8.5%
PRMT1 FP inh: PRMT1 methyltransferase inhibitors, primary screen, biochemical, fluorescence polarization. inhibition, % at 2.79 µM. AID 652257, 2013. Protein arginine N-methyltransferase 1 (Homo sapiens), Q99873. actives 1.3% (n = 370,000). recombinant PRMT1, activity-based probe fluorescence polarization;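 active means inhibition above about 21% made by adding two undisclosed values, limit read from the data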
UHRF1 MBD2 ctr: UHRF1 methylated DNA binding inhibitors, primary screen, counter-screen for MBD2 inhibitor project, biochemical, TR-FRET, human UHRF1, single concentration; UHRF1 binding to methylated oligo; AID 687016, 2013; E3 ubiquitin-protein ligase UHRF1 (Homo sapiens), Q96T88; actives 0.75% (n = 370,000); inhibition, % at 4.4 µM; in the data active means inhibition above about 21%;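 further: UHRF1 SRA domain binding a hemimethylated CpG hairpin DNA probe; 0% = median of test compound wells and 100% = reference inhibitor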
Target sequence (Q96T88 whole entry, looked up, the tested form may be a part): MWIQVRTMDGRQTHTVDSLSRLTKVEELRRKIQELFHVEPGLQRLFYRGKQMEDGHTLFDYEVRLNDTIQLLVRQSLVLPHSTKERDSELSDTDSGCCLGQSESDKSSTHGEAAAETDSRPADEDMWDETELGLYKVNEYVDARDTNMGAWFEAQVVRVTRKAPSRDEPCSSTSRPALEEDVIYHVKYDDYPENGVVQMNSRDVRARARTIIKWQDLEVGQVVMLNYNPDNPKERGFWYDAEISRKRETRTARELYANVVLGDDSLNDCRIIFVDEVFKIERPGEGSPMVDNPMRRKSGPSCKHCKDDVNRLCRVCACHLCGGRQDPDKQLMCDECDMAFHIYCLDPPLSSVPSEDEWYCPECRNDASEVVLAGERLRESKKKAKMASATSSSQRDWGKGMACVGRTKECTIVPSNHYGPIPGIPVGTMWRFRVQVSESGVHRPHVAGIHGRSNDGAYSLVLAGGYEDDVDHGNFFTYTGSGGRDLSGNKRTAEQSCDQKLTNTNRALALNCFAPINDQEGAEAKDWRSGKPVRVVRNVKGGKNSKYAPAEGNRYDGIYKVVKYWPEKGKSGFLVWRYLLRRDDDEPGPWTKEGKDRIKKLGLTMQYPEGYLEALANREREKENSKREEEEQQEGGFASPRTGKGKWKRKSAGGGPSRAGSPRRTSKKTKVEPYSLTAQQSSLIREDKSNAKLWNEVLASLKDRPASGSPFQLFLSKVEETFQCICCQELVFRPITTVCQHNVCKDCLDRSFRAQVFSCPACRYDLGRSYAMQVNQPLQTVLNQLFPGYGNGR
TCR-CD3 inh: inhibitors of human TCR-CD3 interaction, primary screen, biochemical, fluorescence, TAMRA-labeled TCR probe; inhibition, % at 9.4 µM; T-cell receptor (TCR); actives 0.37% (n = 360,000); in the data active means inhibition above about 19%;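 further: recombinant mutant TCR 2C K166C tagged with TAMRA read by polarization; 0% = receptor in buffer alone and 100% = receptor with positive control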
HTRA1 inhibitor: HTRA1 serine protease inhibitors, primary screen, biochemical, fluorescence polarization, HTS | Q92743 | recombinant HTRA1, FP-rhodamine activity-based probe | actives 0.5% (n = 340,000) | inhibition, % at 5.96 µM; in the data active means inhibition above about 36%;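 further: 0% = enzyme with DMSO and 100% = wells lacking enzyme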
An asterisk follows results filed as active; · = not tested or not shown.

Field names – A = DDE Tn7 FP inh; B = TDP2 inh; C = SIAE primary; D = ABHD4 inh; E = LEDGF integ inh; F = PG9 Ab binder; G = PRMT1 FP inh; H = UHRF1 MBD2 ctr; I = TCR-CD3 inh; J = HTRA1 inhibitor
> CCOC(=O)C1=C(C)NC(c2cccs2)C(=O)N1 (stereo not given)
  A: 2	B: -2	C: 5	D: -3	E: -2	F: -0.4	G: 1	H: 0	I: 1	J: 9

> CC(C)NC(=O)Cc1ccc(Br)cc1
  A: -3	B: 5	C: -1	D: 4	E: -2	F: 0.0	G: 1	H: -1	I: -10	J: -2

> COc1ccc(OCc2nn[nH]n2)cc1
  A: 8	B: 13	C: 4	D: -5	E: -2	F: -3.0	G: -5	H: -2	I: 4	J: 3

> COc1ccc(N2CCN(CCCn3ccc(NC(=O)OCc4ccccc4)nc3=O)CC2)cc1
  A: -1	B: -1	C: 3	D: 6	E: 1	F: -2.8	G: -1	H: 2	I: -3	J: 0

> O=C(c1ccccc1)N1CCC(c2nc3c(nnn3Cc3ccco3)c(=O)[nH]2)CC1
  A: -3	B: -3	C: -3	D: 4	E: -1	F: -1.0	G: -1	H: 0	I: 3	J: -3

> CC(C)NC(=O)c1ccccc1NC(=O)C1COc2ccccc2O1 (stereo not given)
  A: -2	B: -12	C: -3	D: -9	E: 2	F: -0.2	G: -1	H: 12	I: 0	J: -2

> CC(/C=N/NC(=O)Cc1cccs1)=C\c1ccccc1
  A: -1	B: -3	C: 5	D: -5	E: 2	F: -2.8	G: -2	H: -1	I: 1	J: 2

> CCCC(c1nnnn1C1CCCC1)N1CCN(c2ccccc2F)CC1 (stereo not given)
  A: 2	B: -1	C: 1	D: -7	E: -1	F: -2.5	G: -5	H: 2	I: 6	J: -3

> O=C(CSc1nnc(NC(=O)c2ccco2)s1)NC1CCCC1
  A: -5	B: 0	C: 8	D: 7	E: 3	F: 0.8	G: 1	H: 2	I: 0	J: 6

> CN(C)C(=O)c1nc2ccc(Cl)cn2c1CNCc1ccccc1OC(F)(F)F
  A: 1	B: 11	C: -1	D: 2	E: -3	F: -0.4	G: 3	H: -2	I: -5	J: -6

> O=C(NCc1ccc2c(c1)OCO2)C1CCN(S(=O)(=O)N2CCOCC2)CC1
  A: 7	B: 2	C: -8	D: 4	E: -1	F: 2.4	G: 0	H: 2	I: -6	J: 9

> c1ccc(-c2csc(CN3CCCCC3)n2)cc1
  A: -6	B: -8	C: -2	D: -5	E: 1	F: -0.9	G: -4	H: 0	I: 9	J: -4

> C[C@H](CO)N1C[C@H](C)[C@@H](CN(C)C(=O)Nc2ccc(C(F)(F)F)cc2)Oc2c(NC(=O)Nc3ccc(C(F)(F)F)cc3)cccc2C1=O
  A: 1	B: -8	C: -152	D: -83	E: -3	F: -0.6	G: 4	H: 0	I: 20*	J: -111

> CCOc1ccc(Nc2nc(NCC3CCCO3)c3ccccc3n2)cc1 (stereo not given)
  A: -5	B: -9	C: 5	D: 28	E: 1	F: -2.4	G: -10	H: 0	I: -1	J: 8

> Cn1cnc2cc(NC(=O)c3ccc(Cl)cc3)ccc21
  A: 0	B: 8	C: 12	D: -11	E: -2	F: -2.0	G: -4	H: -2	I: -8	J: 2

> COc1ccc(Cl)cc1-c1cc(C(=O)Nc2ccc(C(C)(C)C)cc2)[nH]n1
  A: 8	B: 6	C: -111	D: -44	E: -1	F: 0.2	G: -1	H: 0	I: 11	J: ·

> COCCN1Cc2cc3cc(C)ccc3nc2SC1=Nc1cccc(OC)c1
  A: -1	B: -2	C: -7	D: -3	E: 0	F: 1.0	G: 11	H: -1	I: -6	J: -18

> COc1ccc(C2=CC(=O)C[C@H](COCc3ccccc3)N(C(=O)OC(C)(C)C)O2)cc1
  A: 2	B: -8	C: 5	D: -1	E: -2	F: -4.3	G: 1	H: -1	I: 5	J: -31

> COc1cccc(CN(C)C(=O)c2ccc(S(=O)(=O)Nc3ccccc3C)cc2)c1OC
  A: 3	B: -1	C: 4	D: 3	E: -2	F: 0.9	G: 0	H: 1	I: 11	J: 9

> CCOCCCNC(=O)c1ccc2c(c1)ncn2-c1cccc(C)c1
  A: -3	B: 11	C: -5	D: -1	E: -1	F: -0.7	G: 0	H: 1	I: -12	J: 1

(cont.)
molecule	DDE Tn7 FP inh	TDP2 inh	SIAE primary	ABHD4 inh	LEDGF integ inh	PG9 Ab binder	PRMT1 FP inh	UHRF1 MBD2 ctr	TCR-CD3 inh	HTRA1 inhibitor
O=C1c2cccc3cc([N+](=O)[O-])cc(c23)C(=O)N1/N=C/c1ccc(O)cc1O	3	-1	6	6	3	-1.8	4	-35	5	14
Cc1ccc(-n2c(N)cc(=O)nc2SCC(=O)N2CCN(c3ccccc3)CC2)cc1	1	-9	1	-10	3	-0.9	-3	12	-10	-10
O=C(C1CCN(S(=O)(=O)c2cccc3nsnc23)CC1)N1CC=C(c2ccccc2)CC1	4	5	-5	8	-2	-0.7	0	-3	8	-11
O=C(COc1ccccc1F)OCC(=O)N1CCc2ccccc21	7	1	3	6	-3	2.1	-2	-1	1	-3
Cc1ccc(S(=O)(=O)N(CC(=O)N2CCOCC2)CC(=O)N2CCOCC2)cc1	0	-9	-8	-12	-1	1.8	3	3	0	4
O=C(NCC1(N2CCCCC2)CCCCC1)c1cccc(S(=O)(=O)Nc2ccc(F)cc2)c1	-2	4	10	-4	-1	-0.4	-2	-3	7	-6
CCOc1ccc(C(=S)NC2CCCCC2)cc1OC	1	-3	-5	5	-5	1.9	7	3	1	-3
Fc1ccccc1COc1ccc(/C=N/NC(=S)NCc2ccccc2)cc1	-1	-3	-3	-3	-3	-0.3	3	1	3	-5
COc1ccc(CCNC(=O)C2CCN(S(=O)(=O)c3ccc(C)cc3)CC2)cc1	-9	-10	-2	-10	5	-0.8	-1	5	-8	0
CCOC(=O)C1=C(C)Nc2ncnn2C1c1cc(Br)ccc1F (stereo not given)	-5	-2	1	1	-1	-0.9	-6	-4	6	-3
Cc1cc(NS(=O)(=O)c2ccc(NC(=O)C(C(C)C)N3C(=O)c4ccccc4C3=O)cc2)nc(C)n1 (stereo not given)	3	4	-10	-1	0	0.7	0	-2	7	5
CCCCCC(=O)N1C[C@H](n2cc(COC(=O)c3ccccc3)nn2)[C@@H](O)C[C@@H]1c1ccc(Cl)cc1	0	-12	-10	-14	-2	0.5	4	10	-7	-55

Single records (already shown):
O=C1c2cccc3cc([N+](=O)[O-])cc(c23)C(=O)N1/N=C/c1ccc(O)cc1O across the screens: DDE Tn7 FP inh = 3; TDP2 inh = -1; SIAE primary = 6; ABHD4 inh = 6; LEDGF integ inh = 3; PG9 Ab binder = -1.8; PRMT1 FP inh = 4; UHRF1 MBD2 ctr = -35; TCR-CD3 inh = 5; HTRA1 inhibitor = 14
CCOC(=O)C1=C(C)NC(c2cccs2)C(=O)N1 (stereo not given) across the screens: DDE Tn7 FP inh = 2; TDP2 inh = -2; SIAE primary = 5; ABHD4 inh = -3; LEDGF integ inh = -2; PG9 Ab binder = -0.4; PRMT1 FP inh = 1; UHRF1 MBD2 ctr = 0; TCR-CD3 inh = 1; HTRA1 inhibitor = 9

The listing picks up, repeating the four entries before the break.
molecule	DDE Tn7 FP inh	TDP2 inh	SIAE primary	ABHD4 inh	LEDGF integ inh	PG9 Ab binder	PRMT1 FP inh	UHRF1 MBD2 ctr	TCR-CD3 inh	HTRA1 inhibitor
COc1ccc(CCNC(=O)C2CCN(S(=O)(=O)c3ccc(C)cc3)CC2)cc1	-9	-10	-2	-10	5	-0.8	-1	5	-8	0
CCOC(=O)C1=C(C)Nc2ncnn2C1c1cc(Br)ccc1F (stereo not given)	-5	-2	1	1	-1	-0.9	-6	-4	6	-3
Cc1cc(NS(=O)(=O)c2ccc(NC(=O)C(C(C)C)N3C(=O)c4ccccc4C3=O)cc2)nc(C)n1 (stereo not given)	3	4	-10	-1	0	0.7	0	-2	7	5
CCCCCC(=O)N1C[C@H](n2cc(COC(=O)c3ccccc3)nn2)[C@@H](O)C[C@@H]1c1ccc(Cl)cc1	0	-12	-10	-14	-2	0.5	4	10	-7	-55
Cn1c(S(=O)(=O)Cc2ccc(Cl)cc2)nc2ccccc21	4	1	3	2	1	1.2	1	-1	0	2
COc1c2occc2c(OC)c2c(=O)cc(C)oc12	-1	6	-3	-4	-3	-0.7	1	2	-14	4
COc1ccc(CCNCC(=O)N2C(C)CCCC2C)cc1OC (stereo not given)	6	3	1	3	1	-0.2	-2	-1	3	4
COc1ccc(C(=O)Nc2ccc(NC(=O)C3CC3)cn2)cc1	-3	14	-1	-2	2	-1.6	2	-1	3	1
O=S(=O)(Nc1nc2c(s1)CCCC2)c1ccc(F)cc1	4	-2	9	-7	4	-0.7	3	2	-4	2
CCCCN(CC(=O)NC1CCCC1)C(=O)C(=O)Nc1ccc2c(c1)OCCO2	-3	0	-1	0	4	-1.7	-1	1	2	-3
CCOC(=O)Cc1cc(=O)[nH]c(Nc2nc3ccccc3o2)n1	1	1	-7	0	-4	-0.1	-2	-3	-3	2
COc1cc(C)ccc1OCCCOc1c(Cl)cccc1Cl	-9	17	-1	8	-3	-1.4	2	1	4	-14
C[C@H](CO)N1C[C@H](C)[C@@H](CN(C)Cc2ccncc2)Oc2c(NS(=O)(=O)c3cn(C)cn3)cccc2C1=O	-1	19	7	4	0	-2.0	2	-2	5	-5
O=C(COC(=O)Cc1cccc(C(F)(F)F)c1)Nc1ccc2[nH]c(=O)[nH]c2c1	11	4	12	5	-2	-1.0	1	-2	4	5
CN1CCCC1=Nc1c2c(nc3ccccc13)N(C)CC2	4	-4	3	3	-2	-1.2	-1	15	-1	-6
Cc1ccc(OCCC(=O)Nc2ccc(S(=O)(=O)N3CCCC3)cc2)cc1	-10	-3	-9	-6	5	-1.2	-1	1	7	-6
COc1ccccc1-n1c(=O)oc2ccc(Cl)cc2c1=O	-2	3	-5	0	0	0.3	-1	1	-4	-1
CN(CC(=O)Nc1ccc(F)cc1)C(=O)COC(=O)/C=C/c1cccs1	-10	-11	-2	4	-1	-1.4	-3	0	-10	-6
C/C(=N\NC(=S)NCc1ccccc1)c1ccc(C#N)cc1	-3	2	2	4	-1	0.3	5	2	0	3
